TLR4 MyD88 comp – inhibitors of human TLR4-MyD88 binding; inhibition, % at 8.4 µM; actives 0.18% (n = 200,000); O00206+Q99836; HeLa CL3-4 TLR4/MyD88 BLA complementation, FRET ratio; in the data active means inhibition above about 25%;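 further: 0% = vehicle and 100% = reference inhibitor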
Target sequence (O00206 whole entry, looked up): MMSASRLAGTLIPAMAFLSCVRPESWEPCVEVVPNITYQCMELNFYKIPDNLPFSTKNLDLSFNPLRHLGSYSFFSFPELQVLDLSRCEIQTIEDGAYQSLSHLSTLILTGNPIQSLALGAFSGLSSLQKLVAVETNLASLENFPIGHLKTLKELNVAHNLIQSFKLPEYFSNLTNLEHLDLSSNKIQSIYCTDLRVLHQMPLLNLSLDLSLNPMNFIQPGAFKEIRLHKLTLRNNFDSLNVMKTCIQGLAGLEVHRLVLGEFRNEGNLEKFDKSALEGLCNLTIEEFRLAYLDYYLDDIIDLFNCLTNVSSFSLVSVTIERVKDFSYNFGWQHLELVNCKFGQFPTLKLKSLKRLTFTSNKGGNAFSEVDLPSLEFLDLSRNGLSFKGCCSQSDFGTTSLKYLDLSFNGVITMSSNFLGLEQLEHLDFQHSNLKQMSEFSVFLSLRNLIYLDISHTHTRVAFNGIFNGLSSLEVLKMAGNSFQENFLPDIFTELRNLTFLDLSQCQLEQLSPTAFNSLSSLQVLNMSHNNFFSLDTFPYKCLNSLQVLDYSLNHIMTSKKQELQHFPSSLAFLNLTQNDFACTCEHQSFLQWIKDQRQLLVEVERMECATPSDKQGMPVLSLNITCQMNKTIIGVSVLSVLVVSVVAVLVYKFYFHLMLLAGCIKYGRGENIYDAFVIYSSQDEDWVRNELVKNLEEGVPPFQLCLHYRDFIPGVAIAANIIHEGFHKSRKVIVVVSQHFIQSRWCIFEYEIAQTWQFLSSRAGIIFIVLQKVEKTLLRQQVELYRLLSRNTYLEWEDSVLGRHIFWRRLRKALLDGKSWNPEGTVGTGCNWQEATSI
Target sequence (Q99836 whole entry, looked up): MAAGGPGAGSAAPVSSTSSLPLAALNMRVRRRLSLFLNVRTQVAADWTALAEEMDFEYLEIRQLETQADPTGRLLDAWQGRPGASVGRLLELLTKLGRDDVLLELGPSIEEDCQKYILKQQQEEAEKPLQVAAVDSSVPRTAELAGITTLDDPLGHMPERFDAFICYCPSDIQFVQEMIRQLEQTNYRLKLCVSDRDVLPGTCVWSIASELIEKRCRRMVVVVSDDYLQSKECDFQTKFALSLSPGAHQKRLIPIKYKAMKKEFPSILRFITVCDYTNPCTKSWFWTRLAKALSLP
S1P3 antagonist – blocks the human S1P3 receptor; CHO S1P3 NFAT-BLA reporter, FRET fluorescence, antagonist mode; inhibition, % at 4.98 µM; actives 0.27% (n = 170,000); AID 485;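 active means inhibition above the plate cutoff, the mean inhibition of test wells on that plate plus 3 SD, cut at about 28% in these data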;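 further: cells challenged with S1P at its EC80 of 0.8 µM; blue over green emission ratio from cleaved BLA substrate after 4 h stimulation; 0% = S1P-stimulated wells and 100% = unstimulated DMSO-only wells; some compounds past the cut are filed as inactive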
PPARg SRC-2 ag – promotes SRC-2 coactivator recruitment by human PPARgamma | AID 1032 | actives 0.34% (n = 200,000) | activation, % at 8 µM | P37231 | PPARgamma LBD-SRC-2 recruitment, biochemical; in the data active means activation above about 22%;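 further: 0% = vehicle and 100% = reference agonist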
bIAP inhibitor – blocks bovine intestinal alkaline phosphatase activity; inhibition, % at 20 µM; purified bovine IAP, CDP-star luminescence, 30 min; AID 1019; 190,000 tested, under 10 active;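 active means over 50% inhibition of intestinal alkaline phosphatase at 20 µM in the single-dose screen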
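System: Purified bovine intestinal alkaline phosphatase (IAP) enzyme | Input: IAP diluted 1/65,000,000 in the well | Also added: CDP-star chemiluminescent phosphatase substrate, 30 µM final | Dosing: 20 µM single dose | Times: Enzyme reaction for 30 min at room temperature | Detection: Luminescence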
SRC2 TRFRET art – counter-screen for PPARgamma SRC-2 recruitment agonists: TR-FRET artefact; hits give high values; TR-FRET ratio at 8 µM; actives 0.4% (n = 200,000); in the data active means TR-FRET ratio above about 2000; further: inactives centre near 1500; reference of the scale not given here
PPARg SRC3 recr – PPARgamma-driven SRC-3 recruitment agonism. P37231. biochemical PPARgamma/SRC-3 coactivator recruitment assay. activation, % at 8 µM. actives 0.26% (n = 200,000). AID 731; in the data active means activation above about 23%;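 further: 0% = DMSO and 100% = reference agonist; some compounds past the cut are filed as inactive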
PPARg SRC1 recr – promotes SRC-1 coactivator recruitment by human PPARgamma | actives 0.41% (n = 200,000) | PPARgamma-SRC-1 coactivator recruitment biochemical assay | activation, % at 8 µM; in the data active means activation above about 19%;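 further: 0% = DMSO and 100% = reference agonist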
DTT redox prof – compounds producing H2O2 with reducing agent – biochemical, NIH compound library profiling, artefact control for MLSCN library redox annotation, primary screen; actives 0.03% (n = 200,000); activation, % at 10 µM; DTT-dependent redox cycling H2O2, phenol red/HRP absorbance; 100% = 100 µM peroxide control, 0% = buffer;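 active means activation of at least 50% relative to the plate's high and low controls in the primary single-dose screen; inactive means activation below 50%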;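 further: compound incubated with DTT at 0.8 mM final as the reducing agent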
ROMK mod – modulators of human ROMK potassium channel; AID 1918; actives 2% (n = 130,000); B-score at 10 µM; Tet-inducible ROMK, thallium flux fluorescence; actives lie on both sides;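 active means signal ratio slope over the read window, or its plate-corrected B-score, at least 3 SD from the plate mean, either direction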;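 further: B-score of the F/F0 ratio slope over 7 to 12 s after thallium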
bIAP activator – intestinal alkaline phosphatase (bovine) activation. actives 0.17% (n = 200,000). purified bovine IAP, CDP-star luminescence, 30 min; hits give high values; fold of DMSO-control signal, blank-subtracted. activation factor at 20 µM;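 active means activation factor of 2 or more at 20 µM, a signal rise over negative controls twice the positive control's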
L major viab – reduces viability of Leishmania major promastigotes; resazurin fluorescence viability; inhibition, % at 10 µM; actives 9% (n = 200,000); in the data active means inhibition above about 50%;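 further: promastigotes grown with compound for 44 hours at 28 °C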
* = called active by the depositor; . = not tested or not shown. Compounds as they come; overall some 11% were active at least once.

SMILES	TLR4 MyD88 comp	S1P3 antagonist	PPARg SRC-2 ag	bIAP inhibitor	SRC2 TRFRET art	PPARg SRC3 recr	PPARg SRC1 recr	DTT redox prof	ROMK mod	bIAP activator	L major viab
Cc1ccccc1C(=O)NC1CCN(Cc2nnnn2C(C)(C)C)CC1	-1.2	-10.0	17.2	13.6	1510	2.6	-2.2	-0.3	0.0131	0.9	-4.6
O=C1Nc2cc(S(=O)(=O)N3CCCC3)ccc2N2CCCC12 (stereo not drawn)	-4.4	.	10.9	-13.8	1518	-1.5	5.9	1.0	.	1.1	-3.8
COc1ccc(NC(=O)C2CC(c3ccc(OC)c(OC)c3)=NO2)cc1OC (stereo not drawn)	-1.9	-22.3	-12.2	4.4	1599	-2.1	8.0	2.6	1.27	1	-1.6
Cc1cc(N2CCN(c3nc4ccccc4s3)CC2)n2ncnc2n1	5.7	-5.4	-0.1	-3.1	1454	12.6	5.2	2.1	.	1	-0.7
Cc1nnc(SCC(=O)N(Cc2ccccc2)C(C)C)n1-c1ccccc1	5.1	.	-4.4	-7.5	1502	-5.0	1.8	0.5	0.06	1.1	2.0
C#CCOCCOCCOCCNc1nc(N2CCN(C(=O)Cn3cc(CCCN=C(N)N)nn3)CC2)nc(N2CCN(C(=O)[C@H](C(C)C)n3cc(CCO)nn3)CC2)n1	-13.0	-4.9	-4.9	11.2	1572	5.8	1.8	0.6	0.423	0.9	-5.8
Cc1ccc(Sc2ccc(CN3CCCC3)cc2[N+](=O)[O-])cc1	2.3	-12.6	-11.5	12.6	1501	0.3	6.2	1.2	-1.56	0.9	82.5*
O=C(NC12CCC(O)C(SC1)/C2=N/O)c1ccccc1 (stereo not drawn)	6.6	-51.9	-2.4	13.5	1403	2.1	-2.1	-3.9	.	0.9	-1.3
O=c1c2ccccc2nnn1Cc1cccc2ccccc12	-6.9	10.1	-2.5	4.5	1655	-3.7	-1.5	-0.3	0.874	1	-3.5
Cc1ccc(C)c(NC(=S)NCCc2ccc(S(N)(=O)=O)cc2)c1	-12.0	.	-2.4	.	1484	1.3	-9.2	-3.9	.	.	12.2
Cc1ccc(C)c(NC(=O)CN(C)C(=O)/C=C/c2ccco2)c1	-2.9	-15.7	-9.9	1.7	1610	-2.1	4.0	0.4	.	1	3.7
Cc1c(NC(=O)c2ccc3c4c(cccc24)CC3)c(=O)n(-c2ccccc2)n1C	2.7	.	3.8	6.6	1428	-7.5	-1.8	0.1	-0.351	0.9	-1.5
COc1cc(OC)c(C2C(C#N)=C(N)OC3=C2C(=O)CC(C)C3)cc1OC (stereo not drawn)	-0.3	17.7	-4.4	8.3	1386	-14.9	-3.7	1.8	.	0.9	-1.9
Cc1cc2cc(CCNC(=O)CC(C)(C)C)c(=O)[nH]c2cc1C	-13.9	15.1	-3.9	7.0	1515	6.5	7.2	-0.5	.	0.9	-7.2
Cc1ccc(N/C=C(\[N+](=O)[O-])S(=O)(=O)c2ccccc2)cc1	-0.7	-8.2	3.2	-4.2	1605	-3.5	14.0	10.4	0.299	1	-5.2
COc1cc(C(=O)Nc2nccs2)c(Br)c(OC)c1OC	4.6	10.7	-6.4	12.0	1329	-2.7	-5.3	4.1	.	0.9	5.1
COc1ccc(S(=O)(=O)N2CCN(S(=O)(=O)c3ccc4c(c3)OCCO4)CC2)cc1C	2.9	-4.7	-2.1	6.1	1456	-9.6	1.3	0.2	-2.84	0.9	60.9*
O=c1[nH]nc(Cc2ccc(-c3cccc(Cl)c3)o2)c2ccccc12	0.7	.	12.6	13.4	1627	16.5	5.0	2.0	.	0.9	-2.5
CC(C)[C@@H]1NC(=O)c2cc([N+](=O)[O-])cc(I)c2NCC[C@@H](C(N)=O)NC(=O)[C@H](CO)NC1=O	-11.2	-10.4	12.7	4.5	1616	-0.6	6.8	0.6	-0.321	1	-4.8
O=C(O)CSc1nnc(CSc2nc3ccccc3s2)n1-c1ccccc1	11.4	2.4	5.3	2.7	1386	-3.7	-1.9	-0.9	-0.00997	1	-7.0
CC1CCN(CCc2nc3cc(NC(=O)Nc4ccccc4)ccc3n2C)CC1	-6.3	-7.0	-4.5	-22.0	1424	-0.5	-8.9	2.6	.	1.2	-4.0
O=C1c2cccc3cccc(c23)C(=O)N1c1ccccn1	-16.0	-22.4	0.4	-13.2	1601	4.4	0.0	-1.7	-0.336	1.1	2.0
Cc1cc(C)c(-c2cc(C)nc3ncnn23)c(C)c1	-3.0	-9.7	-0.7	5.6	1351	1.6	-0.1	-1.6	1.13	0.9	-7.6
O=C(NCCCn1ccnc1)C1CC2CCC1C2 (stereo not drawn)	9.3	.	8.1	10.7	1439	-3.9	-8.1	0.6	0.447	0.9	3.8
Cc1cnc(NC(=O)CSc2nnc(N)s2)s1	2.4	-3.9	-2.6	1.3	1694	1.3	5.3	-0.9	-0.0953	1	-6.5

Further results:
SMILES	TLR4 MyD88 comp	S1P3 antagonist	PPARg SRC-2 ag	bIAP inhibitor	SRC2 TRFRET art	PPARg SRC3 recr	PPARg SRC1 recr	DTT redox prof	ROMK mod	bIAP activator	L major viab
Cc1ccc(-c2nn(-c3ccccc3)cc2CN(C)C(=O)CCC(=O)O)cc1C	-5.9	-7.3	17.3	2.8	1586	4.5	9.0	-1.1	-0.039	1	-8.6
Cc1ccc2c(c1)-c1ncc(C(=O)c3cc(Br)ccc3O)cc1CO2	0.5	5.9	10.1	-14.2	1381	4.1	1.2	-1.5	0.00762	1.1	3.0
O=C(COc1ccc(OCc2ccccc2)cc1)NN=C1CCCC1	0.0	1.4	-0.2	-3.1	1507	1.5	6.2	-1.3	-0.283	1	-2.2
O=C(Nc1cc(Cl)ccc1N1CCOCC1)c1ccc2c(c1)OCCO2	-5.2	-10.9	2.9	-2.2	1634	4.6	11.4	-0.7	0.0582	1	9.1
CC1(C)Cc2cccc(OCC(=O)N3CCN(S(=O)(=O)c4ccccc4F)CC3)c2O1	12.5	19.6	-0.6	-1.3	1714	4.6	7.1	0.7	.	1	11.9
O=C(CN1CCN(c2nc(-c3ccc(Cl)cc3)cs2)CC1)NCc1ccco1	-19.0	-8.2	0.4	5.7	1490	-3.1	3.6	16.8	-0.164	0.9	2.2
Cc1cccc2cc(CN(Cc3cccnc3)C(=O)c3ccncc3)c(=O)[nH]c12	0.5	-12.7	5.1	3.5	1654	0.0	-1.0	-1.5	0.471	1	-6.8
N#CCSc1nc2ccccc2c(=O)n1C1CCCCC1	-13.7	10.1	-2.1	26.3	1553	4.3	0.3	-0.4	-0.015	0.7	12.2
NC(=O)C1=C[C@@H](c2csc3ccccc23)C[C@@H](OCCCCO)O1	-5.4	5.0	-7.4	0.1	1578	-0.5	2.7	-0.9	.	1	5.1
CCOc1ccccc1C1C(C#N)=C(N)Oc2cc(N)ccc21 (stereo not drawn)	1.0	.	3.7	22.8	1269	3.2	-3.6	-0.4	-4.2*	0.8	13.1
CN(C)CCn1c(=N)n(CC(O)c2ccc(Cl)c(Cl)c2)c2ccccc21 (stereo not drawn)	16.4	2.7	3.1	-12.4	1585	-2.4	2.5	-0.3	-0.896	1.1	100.2*
COC(=O)[C@@H](N)Cc1ccc(O)cc1	3.4	-5.7	3.9	12.3	1516	-3.7	1.6	0.2	.	0.9	-5.2
CCn1ncc(/C=C/C(=O)C2CC2)c1C	-13.5	1.8	10.1	19.7	1649	0.4	3.3	-0.1	0.391	0.8	3.2
Cc1ccc2c(c1)C(c1ccc(O)cc1)(c1ccc(O)cc1)C(=O)N2C	-6.0	-15.0	3.2	0.2	1731	5.5	-2.7	-0.9	0.604	1	-10.1
NC(=O)c1cccn1-c1ncc(C(F)(F)F)cc1Cl	2.1	-27.8	-6.2	-5.1	1691	5.7	11.2	-1.7	1.45	1.1	0.2
CC(C)(C)NC(=O)C1CCCN(S(=O)(=O)c2cccc3cccnc23)C1 (stereo not drawn)	1.6	-0.4	-2.3	4.2	1564	1.4	-0.2	-0.6	.	1	-2.2
O=C(Nc1ccc2c(c1)OCO2)c1ccncc1	-3.3	10.6	-3.1	9.8	1471	4.6	-6.0	-0.2	1.29	0.9	9.7
c1ccc(C2=NNC(=NC3CC3)SC2)cc1	2.1	.	8.1	1.8	1379	-12.2	-1.0	-3.4	.	1	-4.6
C=CC[C@@H]1Cc2c(Br)ccc(Br)c2[C@@H](CC=C)N1	-4.3	-6.0	-3.4	-3.4	1640	0.1	-0.3	-0.1	-1.02	1	7.5
CCOc1ccc2nc(NC(=O)CSc3ccc(Cl)cc3)sc2c1	12.0	.	1.3	0.0	1697	1.7	5.4	0.1	.	1	46.4
O=S(=O)(Nc1ccc(N2CCOCC2)cc1)c1ccc2ccccc2c1	1.1	.	2.8	-1.2	1568	-6.1	3.2	-0.3	-0.0725	1	-3.1
CCN(CC)c1ccc(NC(=O)CN2CCN(CC(=O)Nc3ccccc3F)CC2)cc1	-1.6	-47.0	1.2	-1.6	1508	1.6	-2.3	-0.5	.	1	14.9
O=C(NCc1cccnc1)c1cc(C(=O)C2CC2)c[nH]1	4.3	-1.6	4.6	-9.6	1483	4.6	15.2	0.3	0.675	1.1	-3.6
O=C(NCCNc1ccc([N+](=O)[O-])cc1)c1cccc2c(Br)cccc12	10.0	0.7	-8.8	9.1	1552	4.8	-1.0	0.1	.	0.9	-5.2
Cc1cc(NC(=O)Nc2cccc3ccccc23)no1	2.7	23.8	5.7	0.6	1494	18.8	2.5	-1.8	.	1	9.1
O=C(Cn1cc(SCc2ccc(Cl)cc2)c2ccccc21)N1CCOCC1	-14.6	-9.0	5.8	14.9	1545	4.7	7.2	2.0	0.425	0.9	0.0

Given with values under each structure: entries from further up.
Each structure is followed by: TLR4 MyD88 comp, S1P3 antagonist, PPARg SRC-2 ag, bIAP inhibitor, SRC2 TRFRET art, PPARg SRC3 recr, PPARg SRC1 recr, DTT redox prof, ROMK mod, bIAP activator, L major viab
> Cc1cccc2cc(CN(Cc3cccnc3)C(=O)c3ccncc3)c(=O)[nH]c12
→ 0.5, -12.7, 5.1, 3.5, 1654, 0.0, -1.0, -1.5, 0.471, 1, -6.8
> N#CCSc1nc2ccccc2c(=O)n1C1CCCCC1
→ -13.7, 10.1, -2.1, 26.3, 1553, 4.3, 0.3, -0.4, -0.015, 0.7, 12.2
> NC(=O)C1=C[C@@H](c2csc3ccccc23)C[C@@H](OCCCCO)O1
→ -5.4, 5.0, -7.4, 0.1, 1578, -0.5, 2.7, -0.9, ., 1, 5.1
> CCOc1ccccc1C1C(C#N)=C(N)Oc2cc(N)ccc21 (stereo not drawn)
→ 1.0, ., 3.7, 22.8, 1269, 3.2, -3.6, -0.4, -4.2*, 0.8, 13.1
> CN(C)CCn1c(=N)n(CC(O)c2ccc(Cl)c(Cl)c2)c2ccccc21 (stereo not drawn)
→ 16.4, 2.7, 3.1, -12.4, 1585, -2.4, 2.5, -0.3, -0.896, 1.1, 100.2*
